ASM inhibitor: blocks human secretory acid sphingomyelinase; actives 0.006% (n = 340,000); Potency, µM (top dose mostly 57.5 µM), for the others: top-dose activity change, negative = inhibition, most hits filed as inhibitors; placental ASM, HMU-PC fluorogenic substrate, 60 min; further: potency means the concentration at half of the fitted maximal effect
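Steps: dispense placental human ASM, pin compound, wait 10 min at room temperature, add HMU-PC0 substrate at 9 uM final, incubate 60 min at 37 °C, add stop solution raising pH to 10, read fluorescence.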
KCNH2 WT inh: KCNH2 (human, wildtype) channel inhibition | Q12809 | U2OS, BacMam KCNH2, thallium flux FluxOr; stronger effect = lower value | actives 0.37% (n = 340,000) | activity change, % at 1.84 µM;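 active means maximum activity change below -70%; inconclusive means maximum activity change between -70% and -50%; inactive means maximum activity change above -50%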; further: on the % scale 0 is the no-effect control and ±100 the full control effect
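U2OS cells were transduced with wild-type KCNH2 virus (2.03 x 10^8 / mL) for 4 h at room temperature, then cultured overnight at 37 C. Thallium flux was read with FluxOr dye. Rate constants were normalized to DMSO controls.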
MBNL1 CUG block: blocks human MBNL1 binding to CUG repeat RNA; AID 2675; TR-FRET MBNL1-His/biotin-(CUG)12 binding, 665/545 ratio; Potency, µM (highest dose often 57.5 µM), for inactives: at the highest dose activity change, negative = inhibition, most hits filed as inhibitors; actives 0.036% (n = 280,000); Q9NR56; active means well fitted inhibition curve with a large enough effect in the signal ratio, with a control signal flat, not every such curve was filed as active; inconclusive means small, poorly fitted or top-dose-only effect, or effect the other way, or a change in a side signal; inactive means no such curve, though single readings can be large or run the other way; the % refers to the signal ratio; further: potency means the concentration at half of the fitted maximal effect; on the % scale 0 is the no-effect control and ±100 the full control effect
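TR-FRET between His-tagged MBNL1 and biotin-(CUG)12 RNA, detected with Tb anti-His antibody (0.055 ng/ul) and streptavidin-XL665 (5 nM), 60 min at room temperature. Compounds titrated 92 nM to 58 uM; 665/545 nm ratio normalized to buffer and complex controls.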
a7 integrin act: activates integrin-mediated alleviation for muscular dystrophy; alpha7betagal myoblasts, beta-gal FDG fluorescence, 48 h; Potency, µM (doses to about 38.3 µM), for inactives: at the top dose activation, most hits filed as activators; actives 0.064% (n = 350,000);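 further: potency means the concentration at half of the fitted maximal effect; 100% = response of the positive control SU9516; nearly all actives have a fitted effect of over 60% in size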
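alpha7betagal+/- myoblasts (passage 13, 250/well) treated 48 h at 37C with compounds at 1:260 dilution of DMSO stock. Lysed, then beta-galactosidase activity read as FDG fluorescence (ex 480/em 540) after 30 min, with pre-read for autofluorescence.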
KCNH2 3.1 inh: inhibitors of human KCNH2 3.1 potassium channel isoform | actives 0.95% (n = 340,000) | U2OS KCNH2 3.1, thallium flux FluxOr; stronger effect = lower value | AID 720553 | activity change, % (tested at about 1.8 µM);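 active means maximum activity change below -70%; inconclusive means maximum activity change from -70% to -50%; inactive means maximum activity change above -50%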;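 further: thallium influx rate constant from kinetic fluorescence after stimulation buffer; on the % scale 0 is the no-effect control and ±100 the full control effect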
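Virally transduced U2OS (3.1 isoform, 4 h infection in dark at RT) → overnight 37 C → FluxOr + Red40 in HBSS/HEPES, 45 min → stimulation buffer, 2 min kinetic read → rate constant vs DMSO controls.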
FBPA coupling cs: inhibits coupling enzyme system, counter-screen for aldolase hits | coupling enzyme system counterscreen, AmpLite Red fluorescence | activity change, negative = inhibition, % at 58.2 µM, hits read low | actives 0.67% (n = 290,000) | AID 2472; in the data active means activity change below about -30%; further: on the % scale 0 is the no-effect control and ±100 the full control effect
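Fluorescence at 525 nm excitation and 598 nm emission measured inhibition of the coupled detection system without aldolase. Compounds (at 57.5 uM final) were preincubated 10 min at room temperature with coupling enzyme reagent before a 20 min substrate/AmpLite Red step.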
TRPV1 ag: activates the human vanilloid receptor TRPV1 | Q8NER1 | TRPV1-expressing cells, Fluo-8 calcium influx, agonist mode | activation, % at 8.33 µM | actives 0.19% (n = 320,000) | AID 540275; in the data active means activation above about 80%; inconclusive means between about 30% and that limit; further: 0% is about no effect
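TRPV1-expressing cells were cultured overnight at 35.5C and loaded with Fluo-8 calcium dye for 40 to 90 min at room temperature. After a 10 s baseline, compound was added and calcium influx was read kinetically for 3 min (ex 480/em 520 nm).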
AT treatment: potential ataxia-telangiectasia treatments restoring KAP-1 phosphorylation | […] A-T fibroblasts, KAP-1 phosphorylation AlphaLISA; neocarzinostatin DNA damage 30 min before lysis | Potency, µM (top dose mostly 57.5 µM), without a hit: at the top dose activation, actives largely listed as activators | actives 0.19% (n = 320,000); further: potency means the concentration at half of the fitted maximal effect; % of control where 0% means no effect; nearly all actives have a fitted effect of over 45% in size
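hTERT-immortalized A-T patient fibroblasts ([…]), 500 cells/well in OPTI-MEM, 1% FBS, got compounds for 60 min, then NCS for 30 min at 37C. Lysates were then assayed for phospho-KAP-1 by AlphaLISA (anti-pKAP1 donor, anti-KAP1 acceptor beads), 6 hr at 25C.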
GALK inhibitor: inhibitors of human galactokinase. P51570. Purified GALK, Kinase-Glo residual ATP luminescence. Potency, µM (doses to about 57.5 µM), inactives show at the top dose activity change, negative = inhibition, most hits filed as inhibitors. actives 0.007% (n = 270,000). AID 1868; further: potency means the concentration at half of the fitted maximal effect; on the % scale 0 is the no-effect control and ±100 the full control effect
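ATP-depletion format; final 35 uM ATP, 100 uM D-galactose, 5 nM enzyme; pH 8.0 HEPES/Mg2+ buffer; 60 min RT; luminescence read 10 min after detection reagent.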
MLL CXXC-DNA inh: inhibitors of human MLL CXXC domain-DNA interaction. Q03164. MLL-CXXC / FITC-HOXA9 DNA fluorescence polarization. Potency, µM (series often up to 115 µM), for inactives: at the highest dose activity change, negative = inhibition, hits mostly inhibitors. actives 0.037% (n = 290,000). AID 2662; active means well fitted inhibition curve with a large enough effect in the polarisation, with a control signal flat, not every such curve was filed as active; inconclusive means small, poorly fitted or top-dose-only effect, or effect the other way, or a change in a side signal; inactive means no such curve, though single readings can be large or run the other way; the % refers to the polarisation; further: potency means the concentration at half of the fitted maximal effect
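Purified MLL-CXXC (added from a 7 uM solution) was preincubated 5 min at ambient with pinned compounds in 50 mM Tris-HCl pH 7.5, 50 mM NaCl, 1 mM DTT, 0.05% BSA. Fluorescein-labeled HOX-A9 DNA (50 nM solution) followed, 30 min, then polarization read.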
* marks the source's active call; other numbers are inactive results; u = inconclusive; x = no result given; [ ] = another dose, or the depositor's remark. Unless noted, the call rests on the fitted dose curve; in most records, active means well fitted curve in the direction sought with a large enough effect; inconclusive means small, poorly fitted or top-dose-only effect, or another doubt; inactive means no such curve, though single readings can be large; an effect the other way counts as inactive or inconclusive.

The line under a structure holds: ASM inhibitor	KCNH2 WT inh	MBNL1 CUG block	a7 integrin act	KCNH2 3.1 inh	FBPA coupling cs	TRPV1 ag	AT treatment	GALK inhibitor	MLL CXXC-DNA inh
COc1cccc(CN(C(=O)c2ccc([N+](=O)[O-])cc2)C2CCS(=O)(=O)C2)c1 (stereo not given)
    -2%	-4	u	-41%	11	x	0	4%	1%	4%
Cc1nc(N)sc1-c1nnc(SCC(=O)Nc2ccccc2C(F)(F)F)n1C
    2%	-4	-20%	-8%	3	4	-6	x	4%	-14%
CCOc1ccc(NC(=O)CN(C)Cc2ccc3c(c2)OCO3)cc1S(=O)(=O)N1CCCC1
    6%	-30	x	-17%	0	x	10	1%	x	x
O=C(Nc1c(Cl)ccc2nsnc12)c1ccco1
    4%	5	u	-18%	x	1	4	-2%	6%	-20%
COc1ccc(C(OC(=O)c2ccco2)C(=O)NC(C)(C)C)cc1OC (stereo not given)
    -2%	-6	x	u	29	x	x	x	x	x
Cc1ccc(S(=O)(=O)N2CCN(C(=O)COC(=O)/C=C/c3ccccc3F)CC2)c(C)c1
    -2%	4	x	-4%	-6	x	3	-2%	x	x
C=CCn1c(SCC(=O)Nc2ccccc2F)nnc1C(C)NC(=O)c1ccccc1F (stereo not given)
    -1%	7	0%	0%	x	x	3	18%	2%	4%
C[C@@H]1NC(=O)OC1c1ccco1 (stereo not given in full)
    5%	-6	x	-2%	-30	x	0	6%	x	x
O=C(COC(=O)/C=C/c1ccccc1)Nc1ccc2c(c1)OCCO2
    -3%	9	x	-3%	5	x	11	-2%	x	x
O=C(NC1CC1)C1=C[C@@H](c2ccc(C(F)(F)F)cc2)C[C@@H](OCCCCO)O1
    3%	1	x	-12%	3	x	x	x	x	x
CC(=O)C1[C@H](N(C)C)CC2C3CC=C4CC(O)CC[C@]4(C)C3CC[C@@]21C (stereo not given in full)
    1%	4	-4%	22%	7	-1	2	6%	x	-12%
COc1ccc(C)cc1S(=O)(=O)N(C)CC(=O)Nc1ccc2c(c1)OCO2
    -1%	9	2%	19%	5	-1	12	9%	3%	4%
CCOC(=O)c1c(CN2CCCCC2)oc2ccc(O)cc12
    0%	14	3%	-14%	-4	0	1	-2%	-3%	3%
Cc1ccc(CS(=O)Cc2ccc(C(=O)NC3CCC(C)CC3)o2)cc1 (stereo not given)
    4%	-1	1%	-27%	8	2	0	6%	-2%	-7%
CCOC(=O)N1CCC(N(CCN(C)C)C(=S)Nc2cccc(Cl)c2)CC1
    2%	10	5%	-23%	3	-3	8	-1%	-2%	-1%

Four records drawn at random from those above:
The line under a structure holds: ASM inhibitor	KCNH2 WT inh	MBNL1 CUG block	a7 integrin act	KCNH2 3.1 inh	FBPA coupling cs	TRPV1 ag	AT treatment	GALK inhibitor	MLL CXXC-DNA inh
Cc1ccc(CS(=O)Cc2ccc(C(=O)NC3CCC(C)CC3)o2)cc1 (stereo not given)
    4%	-1	1%	-27%	8	2	0	6%	-2%	-7%
Cc1ccc(S(=O)(=O)N2CCN(C(=O)COC(=O)/C=C/c3ccccc3F)CC2)c(C)c1
    -2%	4	x	-4%	-6	x	3	-2%	x	x
O=C(NC1CC1)C1=C[C@@H](c2ccc(C(F)(F)F)cc2)C[C@@H](OCCCCO)O1
    3%	1	x	-12%	3	x	x	x	x	x
CCOC(=O)c1c(CN2CCCCC2)oc2ccc(O)cc12
    0%	14	3%	-14%	-4	0	1	-2%	-3%	3%

Following part.
The line under a structure holds: ASM inhibitor	KCNH2 WT inh	MBNL1 CUG block	a7 integrin act	KCNH2 3.1 inh	FBPA coupling cs	TRPV1 ag	AT treatment	GALK inhibitor	MLL CXXC-DNA inh
CCN(CC)CCn1c(=S)[nH]c2ncccc2c1=O
    1%	5	-2%	-11%	-8	4	-2	-2%	0%	9%
CCOc1ccc(N2CSC3=C(C#N)C(c4ccco4)CC(=O)N3C2)cc1 (stereo not given)
    5%	-1	22%	0%	-9	-29	-1	-1%	0%	9%
O=C(NC1CCSC1=O)C1CCCCC1 (stereo not given)
    -3%	-2	2%	-9%	-3	3	0	-7%	5%	5%
CC(C)CC(=O)Nc1nnc(S(=O)(=O)N2CCCCCC2)s1
    1%	0	-2%	9%	1	x	7	5%	1%	-1%
Cc1cccc(OCCNc2ccc([N+](=O)[O-])cn2)c1
    -7%	17	u	-16%	-7	1	9	-1%	4%	8%
CCCCCCCCCS(=O)(=O)Nc1cc(C)ccn1
    1%	-4	-12%	-9%	2	-3	u	3%	x	4%
COc1cccc(N(CC(=O)NCC2CCCO2)C(=O)CCC(=O)Nc2nccs2)c1 (stereo not given)
    2%	2	15%	10%	5	1	-3	-4%	8%	1%
O=C(NCc1ccc2c(c1)OCO2)c1ccc(-n2cnnn2)cc1
    12%	45	0%	13%	-4	0	2	-1%	0%	1%
Cc1ccc(C(C)NC(=O)c2cccs2)cc1 (stereo not given)
    -2%	1	x	-30%	1	x	x	x	x	x
Oc1ccc(/C=N/Nc2ccc(C(F)(F)F)cn2)cc1O
    -2%	-8	-2%	-13%	15	-13	19	-4%	-1%	13%
CCSCCNC(=O)c1cncc(Br)c1
    -1%	1	-4%	-6%	10	-4	-1	7%	0%	2%
O=C(COc1ccc2ccccc2c1CN1CCOCC1)N1CCc2ccccc21
    -1%	-23	13%	-60%[inhibitor]	u	-1	21	5%	0%	0%
O=C(COC(=O)c1cc(NS(=O)(=O)c2cccs2)ccc1O)Nc1cc(Cl)ccc1Cl
    -3%	-15	0%	-11%	-1	0	-5	1%	-1%	u
CN(CCCNC(=O)Cn1c(=O)c2cccn2c2ccccc21)Cc1ccccc1
    5%	20	-7%	22%	-4	x	-2	-5%	2%	-17%
COc1cc(C(=O)NCc2ccco2)cc(OC)c1OC
    0%	2	-16%	6%	0	2	8	2%	5%	6%

Quoted from the listing.
In KCNH2 WT inh, Cc1ccc(C(C)NC(=O)c2cccs2)cc1 (stereo not given) has 1
In AT treatment, CCSCCNC(=O)c1cncc(Br)c1 has 7%

(further entries)
The line under a structure holds: ASM inhibitor	KCNH2 WT inh	MBNL1 CUG block	a7 integrin act	KCNH2 3.1 inh	FBPA coupling cs	TRPV1 ag	AT treatment	GALK inhibitor	MLL CXXC-DNA inh
C[C@H](CO)N1C[C@H](C)[C@@H](CN(C)C(=O)NC2CCCCC2)Oc2c(NC(=O)CCC(F)(F)F)cccc2C1=O
    8%	2	x	6%	7	x	x	7%	x	x
COc1ccccc1NC(=O)N(O)C1(C#N)CCCCC1
    -1%	11	x	2%	10	x	x	x	x	x
CCC(OC(=O)CNS(=O)(=O)c1ccccc1)C(=O)c1ccccc1 (stereo not given)
    1%	11	-5%	-6%	12	0	1	-1%	3%	4%
COc1ccc(CC(=O)Nc2ccc(-c3noc(-c4ccc(Cl)cc4)n3)cc2)cc1
    1%	-5	2%	-49%[inhibitor][7.66 µM]	32	-3	2	1%	0%	-7%
O=C(CN1C(=O)C2C3CCC(C3)C2C1=O)OCC(=O)c1ccc(Br)cc1 (stereo not given)
    -1%	8	2%	13%	9	x	2	3%	8%	-4%
COc1ccc2cc(Br)ccc2c1CC(=O)N1CCCC1
    9%	-5	u	-12%	12	0	5	8%	-10%	-2%
COc1cccc(-c2cccc(NC(=O)C3CCN(C4CCOCC4)CC3)c2)c1
    2%	28	0%	43%	-30	x	1	15%	0%	0%
COc1ccccc1C(=O)N/N=C(\C)c1ccc(NC(=O)Cc2ccccc2)cc1
    28%	u	-1%	10%	-2	x	2	0%	-6%	16%
Cc1ccc(OCC(=O)Nc2c(C)nn(-c3ccccc3)c2C)c(Br)c1
    -3%	15	x	-34%	2	x	0	11%	x	x
COc1ccc(CNC(=O)CN(Cc2ccccc2)C(=O)CCC(=O)Nc2ccccn2)cc1
    1%	-1	2%	15%	-3	1	0	9%	0%	11%
CC(C1CC1)N(Cc1ccccc1)C(=S)Nc1ccccc1Cl (stereo not given)
    -6%	-2	x	-22%	-23	0	6	10%	-2%	0%
CSc1ccc(/C=N/NC(=O)c2cccc(Cl)c2)cc1
    5%	2	-7%[11.5 µM]	-2%	-23	-4	u	0%	x	1%
COc1ccccc1CNC(=O)CCc1c(C)nc2cc(-c3ccccc3OC)nn2c1C
    -5%	-3	3%	-8%	3	-6	-4	2%	-2%	-10%

An unsorted share of the library. Share with any hit: about 2%.
